Screening results deposited in PubChem by Johns Hopkins Ion Channel Center.
KCNQ2 block: KCNQ2 potassium channel inhibitors, primary screen, cell-based, CHO-K1, FluxOR thallium flux, B-score (AID 2156) | Potassium voltage-gated channel subfamily KQT member 2 (Rattus norvegicus), O88943 | 20 min; active compounds read low | B-score at 10 µM | hit rate 1.1% among 310,000;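 active = fluorescence ratio B-score at most minus 3 library SDs, with starting brightness B-score within 2 library SDs, cut at about -5.5 in these data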
Target sequence (O88943 whole entry, looked up): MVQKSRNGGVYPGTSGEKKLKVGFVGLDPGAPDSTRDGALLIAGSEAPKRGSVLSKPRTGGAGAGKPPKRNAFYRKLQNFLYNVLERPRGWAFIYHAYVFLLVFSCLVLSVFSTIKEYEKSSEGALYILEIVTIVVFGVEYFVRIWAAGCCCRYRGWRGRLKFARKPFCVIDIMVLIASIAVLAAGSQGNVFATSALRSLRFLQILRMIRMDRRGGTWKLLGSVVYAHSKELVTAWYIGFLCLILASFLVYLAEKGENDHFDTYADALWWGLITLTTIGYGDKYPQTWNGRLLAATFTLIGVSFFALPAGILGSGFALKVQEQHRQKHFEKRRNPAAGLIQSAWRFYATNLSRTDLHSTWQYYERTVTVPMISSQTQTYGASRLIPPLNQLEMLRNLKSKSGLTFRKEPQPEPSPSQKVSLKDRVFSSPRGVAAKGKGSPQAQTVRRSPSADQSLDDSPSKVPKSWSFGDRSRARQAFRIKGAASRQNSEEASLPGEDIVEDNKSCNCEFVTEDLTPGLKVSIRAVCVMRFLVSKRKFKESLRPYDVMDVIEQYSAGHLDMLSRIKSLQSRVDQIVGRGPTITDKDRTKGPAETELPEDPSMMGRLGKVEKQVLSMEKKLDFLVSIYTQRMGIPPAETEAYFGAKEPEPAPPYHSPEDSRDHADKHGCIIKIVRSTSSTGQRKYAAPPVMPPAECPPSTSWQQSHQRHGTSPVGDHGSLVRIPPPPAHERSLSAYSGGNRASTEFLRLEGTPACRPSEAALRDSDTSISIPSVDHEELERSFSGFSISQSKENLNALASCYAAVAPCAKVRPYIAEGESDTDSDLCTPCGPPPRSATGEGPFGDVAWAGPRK
Kir21 block: inhibitors of mouse Kir2.1 inward-rectifier potassium channel; Inward rectifier potassium channel 2 (Mus musculus), P35561; HEK293-Kir2.1, FluxOR thallium flux fluorescence; active compounds read low; B-score at 10 µM; hit rate 0.85% among 310,000; AID 1672, 2009;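 active = fluorescence ratio B-score at or below minus 3 SD of library scores, with starting-brightness B-score within 2 SD, cut at about -4.2 in these data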;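 also: channel flux triggered by added potassium and thallium sulfate stimulus; B-score of peak minus minimum fluorescence over baseline after thallium stimulus; more negative B-score means stronger Kir2.1 block with less thallium influx; some compounds called inactive have numbers as strong as hits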
* = called active by the depositor; i = inactive.

SMILES	KCNQ2 block	Kir21 block
O=C(COc1ccccc1)n1nc(-c2ccc(Cl)cc2)nc1NCc1ccco1	i	-0.24
COc1ccccc1CNC(=O)N1CCN(S(=O)(=O)c2ccc(Cl)cc2)CC1	i	1.5
CN(C)C=NC(=O)/C(C#N)=C1\CCc2ccccc2N1	i	0.48
O=C(NCCNC(=O)c1cc(OCC(F)(F)F)ccc1OCC(F)(F)F)Nc1ccccc1	i	-0.63
CCOC(=O)c1ccc2c(c1)nc(SCC(=O)N1CCOCC1)n2CC	i	-2.5
Cc1cc(C)c(S(=O)(=O)c2ccccc2)c(OC(=O)c2c(Cl)cccc2Cl)n1	i	-0.21
CCOc1ccc2nc(SCC(=O)c3ccc(O)cc3O)sc2c1	i	0.25
Cc1cc(C)c(C#N)c(Oc2ccc(F)cc2)n1	i	-1.3
O=S1(=O)CCOC[C@H](CC2CCCCC2)N1Cc1cccc(Cl)c1	i	-1.7
COC(=O)c1ccc(Sc2ccccn2)c([N+](=O)[O-])c1	i	0.81
CC1CCc2c(sc3nc(CN4CCOCC4)nc(NS(=O)(=O)c4cccc([N+](=O)[O-])c4)c23)C1 (stereo not given)	i	2.6
COCCn1c(SCC(=O)NCc2ccco2)nnc1C(C)C	i	0.05
O=[N+]([O-])c1ccc(S(=O)(=O)N(CC(O)CN2CCCCC2)c2ccccc2)cc1 (stereo not given)	i	0.03
Cc1cc2ncn(CCCCOc3ccccc3)c2cc1C	i	-3.8
Cc1onc(C(=O)N2CCOCC2)c1[N+](=O)[O-]	i	-0.76
CCc1nc(C)cn1S(=O)(=O)c1cc(C)c(OC)cc1C	i	-5.2*
CCOc1ccc(OCCC(=O)NNC(=O)c2ccccc2Cl)cc1	i	-0.11
CC(OC(=O)c1cccs1)C(=O)NCC1CCCO1 (stereo not given)	i	-0.36
CCOP(=O)(OCC)C(NC(=O)C(F)(F)F)c1ccccc1 (stereo not given)	i	0.96
CCN(CC(=O)Nc1ccc(NC(C)=O)cc1)C(=O)c1cccc(-n2cccc2)c1	i	-1.7
Cc1ccc(C)c(N=C2CCCN2Cc2ccccc2)c1C#N	-7.3*	-3.2
CC1(C)CC(=O)C(C=Nc2cccnc2)=C(O)C1	i	-1.1
COC(=O)c1sc(N)c(C(=O)OC)c1Cn1ncc(Cl)c(Cl)c1=O	i	-0.77
CCn1c(C)nc2cc(C(=O)N=Nc3c(O)[nH]c4ccccc34)ccc21	i	-0.96
O=c1nc(N/N=C/c2c[nH]c3ccccc23)cn[nH]1	i	0.03
CC(=O)Nc1ccc(C(=O)Nc2cc(C)on2)cc1	i	-0.75
O=C(N1CCCCC1)N1CCN(C(=O)N2CCCCC2)CC1	i	-0.2
COc1ccc(C(=O)O)cc1Nc1cc(C)nc2ncnn12	i	0.78
CN(Cc1ccccc1)C(=O)CN(c1ccc(F)cc1)S(=O)(=O)c1ccc2c(c1)OCCO2	i	0.22
CCCCNC(=O)CCn1c(=O)c2ccccc2n(CC(=O)Nc2ccccc2OCC)c1=O	i	0.64
Cc1ccccc1CN1CCN(C2CCC2)CC1CCO (stereo not given)	i	0.35
CNS(=O)(=O)c1ccc(NC(=S)Nc2ccc3c(c2)OCO3)cc1	i	-0.47
Cc1ccc(N2CN(S(=O)(=O)c3cccc([N+](=O)[O-])c3)c3nc4ccccc4nc32)cc1	i	-0.54
CC(=O)N(C)c1ccc(NC(=S)NC(=O)/C=C/c2ccco2)cc1	i	0.62
COCCCn1c(SCCc2ccccc2)nc2cc(OC)c(OC)cc2c1=N	i	-0.01
CC(=O)C1=C(O)C(=O)N(c2ccc(S(N)(=O)=O)cc2)C1c1cccc([N+](=O)[O-])c1 (stereo not given)	i	1
COc1ccc(Cl)cc1S(=O)(=O)N1CCCC(C(=O)N2CCOCC2)C1 (stereo not given)	i	-0.07
Cc1cc(C(=O)NCC(=O)OCC(=O)N(C)C2CCCCC2)ccc1[N+](=O)[O-]	i	0.25
Cn1nc(C(F)(F)F)c2cc(C(=O)O)sc21	i	-0.08
Cc1onc(-c2ccccc2)c1-c1n[nH]c(=S)n1-c1ccc(C(=O)O)cc1	i	1.4
CC1=NN(c2ccccc2)C(=O)C1C=Nc1ccccc1O (stereo not given)	i	2.4
CCN(CC)c1ccc([N+](=O)[O-])cc1/C=N/NC(=O)CC#N	i	1.7
Cc1ccc(S(=O)(=O)NC(C)(C)CSc2nncn2N)cc1	i	-0.28
CC1(C)CC(=O)C2=C(C1)Nc1ccccc1NC2c1ccccc1F (stereo not given)	i	-0.43
NCCS(=O)(=O)NC1CCCCC1	i	0
Cc1ccccc1CN1[C@@H]2c3ccccc3C[C@@H]2OCCS1(=O)=O	i	0
Cc1cc(-c2nnc(CCC(=O)NC(c3ccccc3)c3ccccc3)o2)no1	i	0.86
COc1cc([N+](=O)[O-])cc2sc(NC(C)=O)nc12	i	1.2
COC(=O)c1ccc2c(=O)n(Cc3ccco3)c(SCC(=O)Nc3cc(C)on3)nc2c1	i	0.13
CC(C)(Oc1ccc(Cl)cc1)C(=O)OCC(=O)N1CCN(c2ccccc2)CC1	i	0.21
Additional results
SMILES	KCNQ2 block	Kir21 block
CCCCOCCCN1CC(=O)N2[C@@H](Cc3c([nH]c4ccccc34)C2(C)C)C1=O	i	-4.6
CC(C)n1c(NCc2nc3ccccc3n2C)nc2ccccc21	i	-1
O=C(Nc1ccc(Cl)cc1)c1cc(Br)ccc1OCC(=O)N1CCOCC1	i	-0.04
Cc1c(NC(=O)CN2CCN(c3ccc(O)cc3)CC2)c(=O)n(-c2ccccc2)n1C	i	-0.37
O=C(CCc1c[nH]c2ccccc12)NCCc1ccc(O)cc1	i	-0.04
CS(=O)(=O)NCCSc1cc(C(F)(F)F)nc2ccccc12	i	-2.3
O=C(NCc1cccnc1)Nc1cccc(Cl)c1	i	-0.6
O=C(CN(CC1CCCO1)C(=O)CNS(=O)(=O)c1ccc(F)cc1)NCCc1ccccc1 (stereo not given)	i	0.06
Cc1nc2sccn2c1-c1csc(NCc2ccccc2)n1	i	-0.48
c1ccc(Cn2nnc(-c3ccccc3)n2)cc1	i	0.07
O=C(CSc1ncnc2c1nnn2-c1ccc(F)cc1)NCc1ccco1	i	-0.53
Cc1cccc(NC(=O)c2ccccc2NC(=O)c2ccccc2)n1	i	0.08
COc1ccc2nc(C)[nH]c(=O)c2c1	i	-2.2
Cc1ccc(C)c(S(=O)(=O)N2CCN(C(=O)c3ccccc3Cc3ccccc3)CC2)c1	i	0.87
Cc1ccc2nc(SC(C)C(=O)N3CCOCC3)[nH]c2c1 (stereo not given)	i	1.1
CCn1c(N2CCN(C(=O)/C=C/c3ccccc3)CC2)nc2ccccc21	i	-0.63
CCOC(=O)C1Nc2c(cc(C(F)(F)F)cc2[N+](=O)[O-])C2c3ccccc3CC12 (stereo not given)	i	0.33
Cc1ccc(C)c(N2CCN(C3CCCCC3NS(=O)(=O)c3ccccc3)CC2)c1 (stereo not given)	i	0.68
CC[C@H](C)[C@@H](CN[C@H](CCCCNC)CNC)NCC1CCCC1	i	0.91
Cc1ccccc1C(=O)N1N=C(c2cccc(NS(C)(=O)=O)c2)CC1c1cccs1 (stereo not given)	i	1.6
O=C1C(=O)N(CC2COc3ccccc3O2)c2ccccc21 (stereo not given)	i	0.31
CC(=O)NCCNc1nc2c(-c3cccc(C(F)(F)F)c3)nnn2c2ccccc12	i	1.1
CCOC(=O)CN(C(=O)CSc1nnc(COc2ccc(OC)cc2)n1CC)c1ccccc1	i	-0.33
COc1ccc([N+](=O)[O-])cc1NC(=O)c1ccc(CN(c2ccccc2)S(C)(=O)=O)cc1	i	0.64
CNC(=O)c1c[nH]c2ccc(S(=O)(=O)Nc3ccccc3F)cc2c1=O	i	-0.31
COc1ccc(C(=O)C2CN(c3ccccc3)CC2c2ccc(Cl)cc2)cc1 (stereo not given)	i	0.59
COCCN(C(=O)c1snc(C(N)=O)c1N)C(C(=O)NC1CCCCC1)c1ccc(F)cc1 (stereo not given)	i	0.97
CS(=O)(=O)N1CCN(c2ccc([N+](=O)[O-])c(NCc3cccnc3)c2)CC1	i	0.16
COc1ccc(-c2nn(-c3ccccc3)cc2C(=O)O)cc1	i	-0.71
Cc1nc2cc(N3CCOCC3)c(NC(=O)C3CC3)cc2c(=O)n1Cc1ccccc1	i	-0.59

Three of the entries above in order of the Kir21 block value, smallest number first.
| SMILES | KCNQ2 block | Kir21 block |
| --- | --- | --- |
| COc1ccc(C(=O)C2CN(c3ccccc3)CC2c2ccc(Cl)cc2)cc1 (stereo not given) | i | 0.59 |
| COc1ccc([N+](=O)[O-])cc1NC(=O)c1ccc(CN(c2ccccc2)S(C)(=O)=O)cc1 | i | 0.64 |
| COCCN(C(=O)c1snc(C(N)=O)c1N)C(C(=O)NC1CCCCC1)c1ccc(F)cc1 (stereo not given) | i | 0.97 |

A second format for part of the listing above.
Every second line gives: KCNQ2 block | Kir21 block
CC(=O)NCCNc1nc2c(-c3cccc(C(F)(F)F)c3)nnn2c2ccccc12
→ i | 1.1
CCOC(=O)CN(C(=O)CSc1nnc(COc2ccc(OC)cc2)n1CC)c1ccccc1
→ i | -0.33
COc1ccc([N+](=O)[O-])cc1NC(=O)c1ccc(CN(c2ccccc2)S(C)(=O)=O)cc1
→ i | 0.64

Going on with the list:
SMILES	KCNQ2 block	Kir21 block
COCCNC(=S)N(CCN(C)C)Cc1cc2cc3c(cc2[nH]c1=O)OCO3	i	-0.61
O=C(NCCc1ccccc1)C1CCN(C2CCN(C(=O)CC3=CCCCC3)CC2)CC1	i	-0.87
Cc1ccc(-c2ccc(SCC(=O)Nc3ccc4c(c3)OCCO4)nn2)cc1	i	0.77
CC[n+]1ccc(/C=C/c2c[nH]c3ccccc23)cc1	i	-5.9
COc1cccc(-c2nc(-c3ccccc3)no2)c1	i	1.5
COc1ccccc1C(=O)Nc1ccc(S(=O)(=O)N2CCCCC2)cc1	i	0.06
O=C(CSc1ccc(-c2cccs2)nn1)Nc1ccccc1F	i	0.03
Cc1ccc(NC(=O)C2CC(=O)N/C(=N/NC(=O)c3ccc(C)cc3)S2)cc1 (stereo not given)	i	0.97
CCc1nnc(NC(=O)CSc2nnc(-c3ccccc3OC)n2-c2ccc(C)cc2)s1	i	0
O=C(CCCN1C(=O)[C@H]2CC=CC[C@H]2C1=O)NCc1nc(-c2ccc(Cl)cc2)no1	i	-0.15
CCOc1ccc(CCNC(=O)CCc2nc(-c3ccc(C)cc3)no2)cc1OCC	i	-2.9
C(#CCN1CCOCC1)COC(c1ccccc1)c1ccccc1	i	-1.4
O=C(N/N=C/c1cccc(O)c1)N/N=C/c1cccc(O)c1	i	0.62
Cc1ccsc1C(=O)Nc1ccc(O)c(-c2nc3ccccc3s2)c1	i	1.3
CC(C)(C)NC(=O)NC(=O)CN1CCN(c2ncc(C(F)(F)F)cc2Cl)CC1	i	-0.07
O=C(CNC(=O)c1cccnc1)N/N=C/c1ccc(O)cc1O	i	-0.14
CCN1C(=O)[C@H]2[C@@H](c3ccc(C)cc3)N3C(=O)N(c4cccc(Br)c4)C(=O)[C@@]3(CC)[C@H]2C1=O	i	-0.01
O=C(NCC(c1ccco1)N1CCc2ccccc21)c1cccc(F)c1 (stereo not given)	i	-0.73
Cc1ccc(NS(=O)(=O)c2c(C)nc3sccn3c2=O)cc1	i	0.78
CCN(Cc1ccccc1)S(=O)(=O)c1cc2c3c(c1)CCN3C(=O)CC2	i	-2.9
COc1ccccc1C(=O)N/N=C1/NC(=O)CC(C(=O)Nc2ccccc2)S1 (stereo not given)	i	0.26
O=C(NCc1ccccn1)c1ccc2nc(-c3ccco3)c(-c3ccco3)nc2c1	i	0.63
CC(=O)NS(=O)(=O)c1ccc(N=NN2CCCCC2)cc1	i	-0.72
Cc1ccc(C(=O)NC(=S)Nc2cccc3nsnc23)cc1	i	-1.8
CC1(C)S[C@@H]2[C@H](NC(=O)C(NC(=O)N3CCNC3=O)c3ccccc3)C(=O)N2[C@H]1C(=O)O (stereo not given in full)	i	2.2
Cc1nc2ccc(NC(=O)c3nn(C(C)C)c(=O)c4ccccc34)cc2s1	i	-0.47
Cc1ccc(S(=O)(=O)N2CCCC(C(=O)NC3=NCCS3)C2)cc1 (stereo not given)	i	0.85
COc1ccc2nc(NC(=O)/C=C/c3ccc4c(c3)OCO4)sc2c1	i	0.44
O=S(=O)(Nc1ccccc1)c1ccc(-c2cnc(C3CC3)o2)cc1	i	-0.11
CC(=O)c1ccc(NC(=O)COC(=O)CCN2C(=O)c3cccc([N+](=O)[O-])c3C2=O)cc1	i	0.61
COc1cccc2cc(C(=O)NCc3ccccc3Br)c(=O)oc12	i	0.88
Fc1ccc(NC(=S)Nc2cccc3ccccc23)cc1F	i	1.2
Cn1nc(-c2ccccc2)c(CN2CCN(c3ncccn3)CC2)c1Cl	i	-2.7
CCCc1nc2nc(C)c(NS(=O)(=O)c3ccc(C(C)(C)C)cc3)c(=O)n2[nH]1	i	0.42
COc1ccc(NC(=O)N2CCCC2C(=O)NCc2ccc(C)cc2)cc1 (stereo not given)	i	0.08
COc1ccc(-c2csc3ncnc(N4CCN(S(=O)(=O)c5ccc(C)c(C)c5)CC4)c23)cc1	i	-0.26
Cc1ccc(OCCC(=O)OCC(=O)NC(=O)c2ccccc2)cc1	i	0.52
C#C[C@]1(OC(C)=O)CCC2C3CCC4=CC(=O)CC[C@@H]4C3CC[C@@]21C (stereo not given in full)	i	0.13

3 compounds picked at random from the list so far, as already listed:
SMILES	KCNQ2 block	Kir21 block
Cc1ccc(OCCC(=O)OCC(=O)NC(=O)c2ccccc2)cc1	i	0.52
C#C[C@]1(OC(C)=O)CCC2C3CCC4=CC(=O)CC[C@@H]4C3CC[C@@]21C (stereo not given in full)	i	0.13
Cn1nc(-c2ccccc2)c(CN2CCN(c3ncccn3)CC2)c1Cl	i	-2.7
